Assay outcomes from PubChem.
GALK inhibitor: blocks human galactokinase activity. Purified GALK, Kinase-Glo residual ATP luminescence. Potency, µM (highest dose often 57.5 µM), inactives show at the highest dose activity change, negative = inhibition, most hits filed as inhibitors. 270,000 compounds, 0.007% hits; further: potency means the concentration at half of the fitted maximal effect
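Compounds were pin-transferred into ATP buffer (35 uM final), then GALK plus galactose (5 nM, 100 uM final) was added. After 1 h at room temperature, Kinase-Glo Plus was added and luminescence read after 10 min.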
KCNH2 3.1 inh: blocks the human KCNH2 3.1 channel isoform; U2OS KCNH2 3.1, thallium flux FluxOr; stronger effect = lower value; AID 720553; 340,000 compounds, 0.95% hits; activity change, % (tested at about 1.8 µM);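 active means maximum activity change below -70%; inconclusive means maximum activity change from -70% to -50%; inactive means maximum activity change above -50%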;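 further: thallium influx rate constant from kinetic fluorescence after stimulation buffer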
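Virally transduced U2OS (3.1 isoform, 4 h infection in dark at RT) → overnight 37 C → FluxOr + Red40 in HBSS/HEPES, 45 min → stimulation buffer, 2 min kinetic read → rate constant vs DMSO controls.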
uPA surface inh: blocks generation of uPA at the cell surface; cell surface uPA generation assay, qHTS; Potency, µM (doses to about 38.3 µM), inactives show at the top dose activity change, negative = inhibition, usual class: inhibitors; AID 540303; 330,000 compounds, 0.31% hits; active means well fitted inhibition curve with a large enough effect; inconclusive means small, poorly fitted or top-dose-only effect; inactive means no such curve, though single readings can be large or run the other way; tested in mouse RAW 264.7 cells; further: potency means the concentration at half of the fitted maximal effect; nearly all actives have a fitted effect of over 55% in size
USP2a inh: USP2a (human) protease inhibition; 330,000 compounds, 0.01% hits; O75604; Potency, µM (top dose mostly 38.3 µM), without a hit: at the top dose activity change, negative = inhibition, actives largely listed as inhibitors; AID 463254; USP2 core, Ub-CHOP2 coupled fluorogenic reporter, 485/531;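 further: potency means the concentration at half of the fitted maximal effect; plate controls were DMSO wells for no effect and full inhibition by NEM control for full effect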
Target sequence (O75604 whole entry, looked up): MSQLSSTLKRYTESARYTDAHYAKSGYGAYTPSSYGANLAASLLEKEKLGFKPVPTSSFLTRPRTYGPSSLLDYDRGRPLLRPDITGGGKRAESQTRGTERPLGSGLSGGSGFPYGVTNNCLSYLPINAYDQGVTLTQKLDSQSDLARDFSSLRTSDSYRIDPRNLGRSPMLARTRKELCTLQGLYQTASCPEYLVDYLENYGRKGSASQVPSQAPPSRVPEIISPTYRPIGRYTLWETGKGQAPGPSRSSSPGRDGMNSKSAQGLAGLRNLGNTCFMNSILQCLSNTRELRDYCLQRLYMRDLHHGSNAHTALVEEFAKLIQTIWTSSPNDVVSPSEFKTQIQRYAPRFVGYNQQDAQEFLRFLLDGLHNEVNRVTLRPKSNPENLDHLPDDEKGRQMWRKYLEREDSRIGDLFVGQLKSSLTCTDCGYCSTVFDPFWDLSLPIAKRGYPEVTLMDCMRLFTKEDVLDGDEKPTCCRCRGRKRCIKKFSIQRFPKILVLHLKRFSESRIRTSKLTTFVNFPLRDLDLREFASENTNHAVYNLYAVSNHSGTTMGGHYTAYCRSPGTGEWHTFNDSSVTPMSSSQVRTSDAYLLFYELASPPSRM
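USP2 core (10nM final) preincubated 30min RT with compound in 20mM Tris-HCl pH 8.0, 2mM CaCl2, 2mM beta-mercaptoethanol, 0.05% CHAPS; 25nM Ub-CHOP2 plus 25nM reporter substrate added, fluorescence (Ex485/Em531) read after 60min.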
FBPA coupling cs: inhibits coupling enzyme system, counter-screen for aldolase hits | coupling enzyme system counterscreen, AmpLite Red fluorescence | activity change, negative = inhibition, % at 58.2 µM, hits read low | 290,000 compounds, 0.67% hits; in the data active means activity change below about -30%
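Activity here indicates interference with the coupling reaction, not aldolase inhibition. Compounds at 57.5 uM final met coupling enzymes for 10 min at RT; substrate and AmpLite Red detection followed, with a 525/598 nm fluorescence read after 20 min.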
Chronic BCR inh: inhibitors of chronic active B-cell receptor signaling | Potency, µM (series often up to 46.1 µM), inactives show top-dose ratio change, negative = lower green/red ratio, hits mostly inhibitors | AID 493014 | 340,000 compounds, 0.05% hits | ABC-DLBCL IkBa-CBG/CBR reporter, luminescence ratio, 4 h; active means well fitted inhibition curve with a large enough effect in the signal ratio, with a control signal flat, not every such curve was filed as active; inconclusive means small, poorly fitted or top-dose-only effect, or effect the other way, or a change in a side signal; the % refers to the signal ratio;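 further: potency means the concentration at half of the fitted maximal effect; plate controls were basal doxycycline-induced cells for no effect and cells given 10 µM MG132 for full effect; MG132 reads +100%, hits lower the ratio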
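Compounds up to 46 uM were incubated four hours with TMD8 cells whose green CBG68 luciferase is fused to IkappaBalpha; red CBR luminescence normalised the signal, and concentration-effect curves were fitted to fusion, red and ratio data.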
Giardia killer: Giardia lamblia killing | Giardia lamblia trophozoite viability | activity change, % at 7.66 µM, hits read low | 340,000 compounds, 0.15% hits; in the data active means activity change below about -80%; inconclusive means between about -30% and that limit;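 further: parasites exposed to compound for two days anaerobically before the ATP read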
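Luminescence from cellular ATP indicates surviving trophozoites (100 cells/well) following 48 hrs anaerobic compound treatment at 37 deg C; signal develops 15-30 min at room temperature.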
B2AR arrestin: agonists driving beta-arrestin recruitment to human beta2-adrenergic receptor | P07550 | 330,000 compounds, 0.02% hits | beta-arrestin recruitment to beta2AR, cell-based reporter | Potency, µM (doses to about 46.1 µM), inactives show at the top dose activation, hits mostly activators;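 further: potency means the concentration at half of the fitted maximal effect; 0% = DMSO controls and full agonism = EC100 isoproterenol or metaproterenol; nearly all actives have a fitted effect of over 65% in size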
Eya2 inh: Eya2 (human) phosphatase inhibition | O00167 | recombinant Eya2, OMFP fluorescence dephosphorylation (OMFP is methylfluorescein phosphate) | Potency, µM (series often up to 76.9 µM), inactives show at the highest dose activity, negative = inhibition, most hits filed as inhibitors | 330,000 compounds, 0.006% hits | AID 488837; further: potency means the concentration at half of the fitted maximal effect
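Eya2 (0.2 uM) preincubated 10 min at ambient with compound, then OMFP substrate added at 50 uM; 10 min reaction in 50 mM HEPES pH 7.5, 50 mM NaCl, 5 uM MgCl2, 0.05% BSA, 1 mM DTT. Fluorescence read at Ex 485/Em 525 nm.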
KCNH2 WT inh: inhibitors of human wildtype KCNH2 potassium channel; U2OS, BacMam KCNH2, thallium flux FluxOr; stronger effect = lower value; AID 720551; 340,000 compounds, 0.37% hits; activity change, % at 1.84 µM;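 active means maximum activity change below -70%; inconclusive means maximum activity change between -70% and -50%; inactive means maximum activity change above -50%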
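U2OS cells transduced with wild-type KCNH2 virus are loaded with FluxOr dye for 45 min, and thallium flux is measured in kinetic reads before and after stimulation buffer. Rate constants are normalized to DMSO controls.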
PKM2 act: increases activity of human pyruvate kinase M2. AID 1631. purified PKM2, Kinase-Glo ATP luminescence, activation; response scale: 0% is enzyme alone, no compound. 260,000 compounds, 0.34% hits. Potency, µM (series often up to 57.5 µM), inactives show at the top dose activation, actives largely listed as activators; further: potency means the concentration at half of the fitted maximal effect; nearly all actives have a fitted effect of over 55% in size
Target sequence (P14618 whole entry, looked up): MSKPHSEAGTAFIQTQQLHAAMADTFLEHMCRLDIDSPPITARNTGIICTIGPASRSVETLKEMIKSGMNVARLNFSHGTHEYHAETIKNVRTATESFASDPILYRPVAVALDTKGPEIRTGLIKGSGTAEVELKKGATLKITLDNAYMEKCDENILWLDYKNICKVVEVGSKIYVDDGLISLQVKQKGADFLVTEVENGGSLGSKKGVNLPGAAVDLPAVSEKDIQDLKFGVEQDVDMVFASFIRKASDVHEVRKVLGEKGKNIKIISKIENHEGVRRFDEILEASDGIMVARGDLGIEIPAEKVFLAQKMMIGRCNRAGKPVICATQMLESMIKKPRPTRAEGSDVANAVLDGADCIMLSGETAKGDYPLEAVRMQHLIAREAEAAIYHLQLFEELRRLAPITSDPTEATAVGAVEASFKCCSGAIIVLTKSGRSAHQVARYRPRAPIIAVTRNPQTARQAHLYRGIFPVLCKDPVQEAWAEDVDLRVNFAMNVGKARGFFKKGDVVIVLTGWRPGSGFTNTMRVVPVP
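hPK-M2, >95% pure; 0.1 mM ADP / 0.5 mM PEP final; imidazole pH7.2 buffer w/ 7 mM MgCl2, 50 mM KCl; 1 h RT; Kinase-Glo lum. Intermediate enzyme activity for dual inhibitor/activator qHTS.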
Active calls of the source: *; u = inconclusive; x = no result given; [ ] = another dose, or the depositor's remark. Unless noted, the call rests on the fitted dose curve; in most records, active means well fitted curve in the direction sought with a large enough effect; inconclusive means small, poorly fitted or top-dose-only effect, or another doubt; inactive means no such curve, though single readings can be large; an effect the other way counts as inactive or inconclusive. Unless noted, on the % scale 0 is the no-effect control and ±100 the full control effect.

SMILES | GALK inhibitor | KCNH2 3.1 inh | uPA surface inh | USP2a inh | FBPA coupling cs | Chronic BCR inh | Giardia killer | B2AR arrestin | Eya2 inh | KCNH2 WT inh | PKM2 act
CN1CCN(c2nc(-c3ccc(Cl)cc3Cl)nc3ccccc23)CC1 | x | -124* | -14% | 0% | 1 | -4% | 10 | -0.8% | -10% | -18 | x
Cc1nn2c(=O)cc(COC(=O)c3c(F)cccc3Cl)nc2s1 | x | 25 | 2% | 0% | x | u | 13 | 2.4% | 0% | 0 | x
Cc1ccc(NC(=O)CNc2cccc(S(=O)(=O)N3CCCC3)c2)cc1F | x | -6 | 0% | 0% | x | 3% | -7 | -0.3% | -34% | 1 | x
CCOc1ccc(-n2c(-c3ccco3)nc3c(cnn3-c3ccc(C)cc3)c2=O)cc1 | -2% | u | 1% | 10% | -3 | u | -29 | -0.4% | u | -9 | 2%
Nc1ccc(CCS(N)(=O)=O)cc1 | 2% | x | x | 2% | -2 | 0% | 7 | -1.1% | 3%[15.4 µM] | -1 | -4%
O=C(NCCCN1CCCC1=O)c1ccc2c(=O)n(Cc3ccco3)c(=S)[nH]c2c1 | -1% | -4 | 0% | 3% | 0 | 7% | -10 | 0.0% | 0% | -5 | 10%
CC(C)(C)C1CCc2c(sc3nc(SCC(N)=O)nc(N)c23)C1 (stereo unspecified) | -4% | -9 | -10% | 2% | -1 | u | -1 | 0.3% | -18% | -9 | 12%
CCCCN(C)S(=O)(=O)c1ccc(C(=O)Nc2nnc(-c3cccs3)o2)cc1 | -1% | x | x | -1% | 4 | u | x | -0.1% | 4% | x | 1%
Cc1nc([N+](=O)[O-])c(SCC(N)=O)n1Cc1ccccc1 | 4% | -7 | u | 0% | 3 | 1% | 14 | -0.4% | 7% | -7 | -5%
CCOC(=O)N1CCN(c2ncnc3scc(-c4ccc(Cl)cc4)c23)CC1 | -3% | 2 | -2% | 4% | 2 | u | -7 | -0.1% | 0% | -15 | x
CC(OC(=O)CN1C(=O)C2CCCCC2C1=O)C(=O)Nc1ncc(Cl)cc1Cl (stereo unspecified) | -4% | 6 | -1% | 1% | -4 | 6% | -21 | 0.4% | -19% | -16 | -2%
CCOc1ccc(NC(=O)CCC(=O)O)cc1 | 0% | -3 | 0% | 3% | 4 | u | -10 | 0.0% | -23% | -4 | -6%
CCCCn1c(N)c(N(CC)C(=O)c2ccccc2F)c(=O)[nH]c1=O | -1% | 6 | 0% | -1% | 4 | 7% | -12 | -0.3% | 8% | 5 | 1%
CC(C)(C)c1nnc(NC(=O)Cc2ccc(Br)cc2)s1 | 1% | u | 4% | -1% | 0 | 0% | -2 | -1.6% | 6% | -3 | -3%
COc1ccc(C)cc1NC(=O)COC(=O)c1ccc([N+](=O)[O-])o1 | -1% | 0 | 0% | 1% | -3 | 4% | -10 | -0.3% | -2% | 1 | 1%
CCS(=O)(=O)N1CCN(c2ncnc3sc(C)c(C)c23)CC1 | 5% | 0 | -2% | 4% | -1 | -11% | 5 | 0.1% | -9% | 2 | -1%
O=C(N1CCOCC1)N1c2ccccc2Sc2ccccc21 | -2% | -7 | -13% | 4% | 0 | -7% | 15 | 1.1% | 7% | -4 | -2%
Cc1ccc(NC(=O)CC2OC(=O)c3ccccc32)cc1S(=O)(=O)N1CCCCCC1 (stereo unspecified) | x | 13 | -4% | 0% | x | 0% | 9 | -0.2% | 17% | 1 | x
Cc1ccc(OCc2ccc([N+](=O)[O-])cc2)c([N+](=O)[O-])n1 | -3% | 10 | -1% | 1% | x | -14% | u | -0.2% | 6% | 16 | 4%
CCCc1[nH]nc2c1C(CCC)C(C#N)=C(N)O2 (stereo unspecified) | 5% | 11 | 2% | 0% | 5 | 2% | 0 | 0.2% | 4% | 23 | -22%
CC1CC(C)CN(S(=O)(=O)N2CCCC(C(=O)NCc3ccccc3Cl)C2)C1 (stereo unspecified) | -2% | 3 | 9% | 1% | 1 | 1% | -20 | 0.4% | 9% | 3 | -4%
CC1CCC2(CC1)NC(=O)c1ccccc1O2 (stereo unspecified) | -2% | -7 | 0% | -2% | 0 | u | 3 | 0.0% | 13% | -4 | 3%
CC(C)c1ccc(OCC(=O)Nc2ccc3oc(=O)ccc3c2)cc1 | -3% | 0 | -4% | -1% | 0 | -13% | -11 | 0.5% | u | -17 | x
O=C(Nc1nccs1)c1ccc(-c2ccccc2Cl)o1 | -3% | -14 | u | 0% | -2 | u | -26 | -0.8% | -8% | -37 | -9%
O=C(NCC1CCOCC1)c1ccc(OC2CCN(Cc3ccccn3)CC2)cc1 | -3% | 12 | 3% | 3% | 3 | 3% | 1 | 0.1% | 1% | -3 | -8%
More entries follow.
SMILES | GALK inhibitor | KCNH2 3.1 inh | uPA surface inh | USP2a inh | FBPA coupling cs | Chronic BCR inh | Giardia killer | B2AR arrestin | Eya2 inh | KCNH2 WT inh | PKM2 act
O=C(Nc1ccccc1Cl)c1cc(S(=O)(=O)N2CCCCC2)ccc1N1CCOCC1 | -1% | -12 | -13% | -1% | 1 | 11% | 25 | -0.6% | 13% | 28 | 1%
CN(CC(=O)Nc1cccc(S(=O)(=O)NC2=NCCC2)c1)Cc1cccc(F)c1 | x | 2 | -3% | 3% | x | -1% | -9 | -0.1% | -12% | 12 | x
Cc1cc(C)n2c(SCC(=O)NC3CCCCC3)nnc2n1 | 2% | -21 | 15% | 1% | 3 | 4% | -15 | -0.4% | 7% | x | 0%
Cc1nc2ccccc2c(=O)n1NC(=O)c1ccc(Cl)c(Cl)c1 | 0% | 4 | -6% | 5% | 4 | 1% | 11 | -0.3% | 3% | 0 | x
CN(CCCS(=O)(=O)[O-])c1ccc(/C=C/c2ccc3ccccc3[n+]2C)cc1 | x | -5 | -8% | -6% | -1 | 1% | 25 | -0.9% | 11% | 11 | x
CC(NC(=O)c1ccc2c(c1)S(=O)(=O)N=C1CCCCCN12)c1ccc(S(N)(=O)=O)cc1 (stereo unspecified) | 4% | x | 2% | 1% | x | 0% | 4 | 0.4% | 5% | 2 | -11%
O=C(COc1ccc2c3c(c(=O)oc2c1)CCC3)N1CCCC1 | 0% | 1 | 5% | 0% | 1 | -1% | -14 | -0.4% | -14% | -12 | x
CCOc1ccc(N=Nc2cc(C(C)C)ccc2O)cc1 | x | -9 | 0% | 4% | -1 | u | 9 | -0.7% | 4% | -10 | 3%
O=S(=O)(NC(=NCc1ccccc1)c1ccccc1)c1ccc(Br)cc1 | -3% | -35 | 14% | 0% | -2 | -1% | 0 | -0.4% | 4% | 16 | 3%
COc1ccc(N(CC(=O)N2CCN(c3ccccc3)CC2)S(=O)(=O)c2c(C)noc2C)cc1 | 1% | 26 | -4% | -1% | -1 | 5% | 5 | 0.2% | 12% | 0 | 2%
Cc1ccccc1Cn1c(C(C)O)nc2ccccc21 (stereo unspecified) | 10% | 2 | 3% | -1% | -1 | -3% | -3 | -0.6% | 22% | -6 | 1%
Cc1ccc(CC2CC(=O)N(c3ccc(Cl)cn3)C2=O)cc1 (stereo unspecified) | 0% | 1 | 6% | 4% | 2 | 4% | -16 | 0.1% | 13% | 27 | 1%
COc1cc(OC)cc(C(=O)NC(C)CNc2ccc(Cl)cc2[N+](=O)[O-])c1 (stereo unspecified) | 2% | -6 | 9% | -2% | -1 | u | 28 | 0.1% | 6% | -21 | x
O=C(c1ccccc1)C1Oc2ccccc2C2CC(c3cccs3)=NN12 (stereo unspecified) | -3% | -3 | 1% | 3% | -3 | u | 5 | 0.1% | 0% | 4 | 8%
CSCCC(=O)N(C)CC1CCCN(CCc2cccc(C(F)(F)F)c2)C1 (stereo unspecified) | -3% | u | -9% | 0% | -1 | 3% | 14 | -0.5% | 5% | 13 | 2%
CN(C)CCCNC(=O)c1ccc2[nH]c3ccccc3c2c1 | -2% | 17 | 1% | 1% | 0 | 26% | -17 | -0.7% | 7% | 7 | 0%
N=c1c2c(n(Cc3ccc(F)cc3)c3c1CCC3)CCCC2 | 2% | 7 | u | 10% | 2 | 3% | 8 | 0.2% | u | -4 | 0%
C=CCN(C(=O)c1ccc(Cl)cc1)c1ccccc1C(=O)NCC(=O)O | x | -2 | 0% | 2% | 3 | 8% | 5 | -0.5% | 0% | 4 | 1%
COC(=O)CCC(=O)COc1ccc(OC)cc1C#N | 0% | -10 | 1% | 4% | -2 | 6% | -5 | -1.4% | 4% | -4 | -3%

Two entries from above, tab-delimited.
molecule	GALK inhibitor	KCNH2 3.1 inh	uPA surface inh	USP2a inh	FBPA coupling cs	Chronic BCR inh	Giardia killer	B2AR arrestin	Eya2 inh	KCNH2 WT inh	PKM2 act
O=C(COc1ccc2c3c(c(=O)oc2c1)CCC3)N1CCCC1	0%	1	5%	0%	1	-1%	-14	-0.4%	-14%	-12	x
CCOc1ccc(N=Nc2cc(C(C)C)ccc2O)cc1	x	-9	0%	4%	-1	u	9	-0.7%	4%	-10	3%
